GAA inhib – blocks human lysosomal alpha-glucosidase. P10253. purified human GAA, 4-MU-alpha-glucoside fluorescence. Potency, µM (titrated, usually from 76.9 µM), without a hit: at the top dose activity change, negative = inhibition, usual class: inhibitors. hit rate 0.005% among 200,000;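 also: plate controls were uninhibited enzyme wells for no effect and no-enzyme background for full effect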
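Human enzyme at 4 nM with 400 uM 4-methylumbelliferyl-alpha-D-pyranoside, citrate/phosphate buffer pH 5.0, 0.005% Tween-20, 20 min at room temperature. Compounds up to 77 uM. 4-MU fluorescence (Ex 365/Em 440) read after NaOH/glycine stop; AC50 from Hill fit.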
GAA spleen mod – inhibits or activates alpha-glucosidase in human spleen homogenate; P10253; human spleen homogenate, 4-MU-alpha-glucoside fluorescence; Potency, µM (doses to about 79.9 µM), for the others: at the top dose activity change, negative = inhibition, usual class: inhibitors; hit rate 0.006% among 240,000; AID 2112;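 also: 0% = enzyme with vehicle and -100% = no enzyme basal signal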
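Enzyme source: human spleen homogenate, 1 ug/well. Buffer 50 mM citric acid/K phosphate pH 5.0, 0.01% Tween-20. 4-MU-alpha-glucoside 1 mM; 37 C x 40 min; NaOH/glycine stop; fluorescence.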
Epigenetic reg – regulators of epigenetic silencing causing reporter derepression in mouse cells | Potency, µM (top dose mostly 53.9 µM), without a hit: at the top dose GFP activation, actives largely listed as activators | hit rate 0.2% among 280,000 | murine LDR cells, GFP reporter derepression, 30 h; also: % of control where 0% means no effect; nearly all actives have a fitted effect of over 60% in size
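Murine LDR cells carrying a silenced, genomically integrated CMV-driven GFP reporter were exposed to compound for 30 hours at 37 C. After PBS washes, GFP-positive cells (20–120 um objects) were counted by laser-scanning microplate cytometry.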
NPSR antag – antagonists of human neuropeptide S receptor cAMP signaling; Q6W5P4; CHO-NPSR cells, cAMP TR-FRET, antagonist mode; Potency, µM (titrated, usually from 38.3 µM), inactives show at the highest dose activity change, negative = inhibition, actives largely listed as inhibitors; hit rate 1% among 220,000; also: % is scaled to controls: 0 for no effect and ±100 for the full control effect; nearly all actives have a fitted effect of over 50% in size; many of its hits are not listed in these tables
Target sequence (Q6W5P4 whole entry, looked up): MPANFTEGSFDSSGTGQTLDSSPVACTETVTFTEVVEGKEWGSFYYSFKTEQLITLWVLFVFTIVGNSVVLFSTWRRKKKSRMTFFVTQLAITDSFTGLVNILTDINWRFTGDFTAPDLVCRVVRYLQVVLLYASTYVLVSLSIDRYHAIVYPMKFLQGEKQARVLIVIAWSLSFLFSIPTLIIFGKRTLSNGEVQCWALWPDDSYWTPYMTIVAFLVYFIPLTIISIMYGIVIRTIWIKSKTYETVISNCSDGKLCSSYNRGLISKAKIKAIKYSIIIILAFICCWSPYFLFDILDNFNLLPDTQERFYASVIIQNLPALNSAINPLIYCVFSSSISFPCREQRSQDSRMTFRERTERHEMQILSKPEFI
ALDH1A1 block – blocks purified human ALDH1A1 activity | P00352 | hit rate 7.3% among 220,000 | Purified ALDH1A1, NADH fluorescence, propionaldehyde substrate | Potency, µM (highest dose often 75.3 µM), for the others: at the top dose activity, negative = inhibition, hits mostly inhibitors; active = well fitted inhibition curve with a large enough effect, not every such curve was filed as active; inconclusive = small, poorly fitted or top-dose-only effect, or another doubt; inactive = no such curve, though single readings can be large or run the other way;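 also: plate controls were no enzyme wells and a reference inhibitor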
Tau fluor cs – counter-screen for tau fibril formation inhibitors; Potency, µM (titrated, usually from 57.7 µM), inactives show at the top dose activity change, negative = decrease; AID 1463; hit rate 0.93% among 280,000; tau K18 P301L Alexa594 fluorescence, heparin fibrillization; also: % is scaled to controls: 0 for no effect and ±100 for the full control effect; nearly all actives have a fitted effect of over 55% in size
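Human tau K18 P301L (15 uM unlabeled, 0.24 uM Alexa 594-labeled) in 100 mM sodium acetate pH 7 with 20 uM heparin, 6 hr at 37 C. ThT 30 uM added, 1 hr ambient; Alexa 594 FP and total fluorescence read at 555/632 nm.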
GAA glycogen mod – GAA glycogen-cleavage inhibition or activation | P10253 | recombinant GAA, glycogen substrate, Amplex Red glucose oxidase fluorescence | Potency, µM (highest dose often 76.4 µM), without a hit: at the highest dose activity change, negative = inhibition, actives largely listed as inhibitors | hit rate 0.38% among 300,000;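 also: 0% = full enzyme reaction and -100% = no-enzyme basal signal; the screen sought inhibitors and activators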
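Natural-substrate format: glycogen cleavage by 4 nM human enzyme, glucose read by Amplex Red coupling (Ex 573, Em 610 nm). Normalized to enzyme and no-enzyme controls.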
GLA spleen mod – alpha-galactosidase A (human) modulation; hit rate 0.008% among 240,000; Potency, µM (highest dose often 80 µM), inactives show at the top dose activity change, negative = inhibition, hits mostly inhibitors; P06280; human spleen homogenate, 4MU-alpha-Gal fluorescence, 40 min; AID 2107;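 also: 0% = enzyme with vehicle and -100% = no enzyme basal signal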
Target sequence (P06280 32-429 limits assumed): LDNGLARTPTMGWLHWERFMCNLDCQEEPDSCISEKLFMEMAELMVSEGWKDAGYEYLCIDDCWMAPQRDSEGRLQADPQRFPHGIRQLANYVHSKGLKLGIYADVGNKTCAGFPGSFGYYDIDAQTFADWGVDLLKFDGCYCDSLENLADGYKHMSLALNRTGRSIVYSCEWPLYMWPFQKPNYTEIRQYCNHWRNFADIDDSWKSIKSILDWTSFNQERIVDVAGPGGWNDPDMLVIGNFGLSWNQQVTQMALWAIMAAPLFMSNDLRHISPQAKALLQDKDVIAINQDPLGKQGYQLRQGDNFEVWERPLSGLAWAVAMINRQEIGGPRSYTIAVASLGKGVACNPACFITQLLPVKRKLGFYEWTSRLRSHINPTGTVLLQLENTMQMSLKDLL
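Spleen homogenate 1 ug + cpd (titration) + 4-MU-alpha-D-galactopyranoside 1 mM; 37C 40 min; 50 mM citrate/phosphate pH 5.0, 0.01% Tween-20; stop pH 10; fluorescence 365/440; AC50 via Hill.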
Numbers without * were called inactive; & = joins results of further samples; [ ] = dose if it differs, or a comment. Unless noted, calls follow the shape of the dose curve; as a rule, active = well fitted curve in the direction sought with a large enough effect; inconclusive = small, poorly fitted or top-dose-only effect, or another doubt; inactive = no such curve, though single readings can be large; an effect the other way counts as inactive or inconclusive. Potency is read from the fitted curve at half-maximal effect. A portion of the library (hit frequency here may not be typical).

What do the screens show for `CCC1(CC)NC(=O)N(CC(=O)N2N=C(c3ccc(Cl)cc3)CC2c2ccco2)C1=O` (stereo unspecified)?
GAA inhib: 0%; GAA spleen mod: -6%; Epigenetic reg: 2.6%; NPSR antag: -24%; ALDH1A1 block: 10%; Tau fluor cs: -9%; GAA glycogen mod: -6%; GLA spleen mod: -9%

How did O=C1C2C3C=CC(C3)C2C(=O)N1Nc1c(Cl)cc(Cl)cc1Cl (stereo unspecified) do in these assays?
GAA inhib: 5%; GAA spleen mod: -6%; Epigenetic reg: -1.3%; NPSR antag: -5%; ALDH1A1 block: 1%; Tau fluor cs: -8%; GAA glycogen mod: -5%; GLA spleen mod: 5%

Results for CC1=C(C(=O)OCc2ccccc2)C(c2ccc(C(C)(C)C)cc2)NC(=O)N1CCCCCC(=O)O (stereo unspecified) ?
GAA inhib: 5%; GAA spleen mod: -3%&-17%; Epigenetic reg: 2.0%&0.0%; NPSR antag: -29%; ALDH1A1 block: -2%; Tau fluor cs: -3%&-4%; GAA glycogen mod: 4%; GLA spleen mod: -10%&-1%

How did CCSc1nc2ccccc2n1CC(=O)N1CCCCC1 do in these assays?
GAA inhib: -1%; GAA spleen mod: -6%; Epigenetic reg: -0.1%; NPSR antag: inconclusive; ALDH1A1 block: 9%; Tau fluor cs: 4%; GAA glycogen mod: 6%; GLA spleen mod: 3%

How did CCOC(=O)c1ccc(OCC(=O)c2ccc(O)cc2O)cc1 do in these assays?
GAA inhib: 0%; GAA spleen mod: -6%; Epigenetic reg: 2.6%; NPSR antag: -10%[46.1 µM]; ALDH1A1 block: -8%; Tau fluor cs: -21%; GAA glycogen mod: -7%; GLA spleen mod: -4%

Results for Cc1ccc(OCCn2cc(Br)c(=O)[nH]c2=O)cc1 ?
GAA inhib: 4%; GAA spleen mod: -4%; Epigenetic reg: -3.1%; NPSR antag: -14%[46.1 µM]; ALDH1A1 block: 20µM*; Tau fluor cs: -3%; GAA glycogen mod: 7%; GLA spleen mod: -8%

What do the screens show for `CCOC(=O)c1ccccc1NS(=O)(=O)c1ccc(C)cc1`?
GAA inhib: -2%; GAA spleen mod: 8%; Epigenetic reg: 2.9%; NPSR antag: -13%[46.1 µM]; ALDH1A1 block: -7%; Tau fluor cs: -29%; GAA glycogen mod: -15%; GLA spleen mod: 6%

What do the screens show for `CCOc1cc(N2CCOCC2)c(OCC)cc1NC(=O)c1ccc(C)cc1`?
GAA inhib: 3%; GAA spleen mod: 0%; Epigenetic reg: -3.7%; NPSR antag: -28%; ALDH1A1 block: inconclusive; Tau fluor cs: -18%; GAA glycogen mod: -2%; GLA spleen mod: -2%

What do the screens show for `CC1=C(C(=O)OC(C)(C)C)C(c2cccs2)NC(=O)N1` (stereo unspecified)?
GAA inhib: -14%; GAA spleen mod: 6%; Epigenetic reg: -1.3%; NPSR antag: 13%; ALDH1A1 block: inconclusive; Tau fluor cs: 5%; GAA glycogen mod: 8%; GLA spleen mod: -4%

How did Cn1c(=N)n(CC(=O)C(C)(C)C)c2ccccc21 do in these assays?
GAA inhib: -13%; GAA spleen mod: -4%; Epigenetic reg: 4.0%; NPSR antag: 3%[46.1 µM]; ALDH1A1 block: 0%; Tau fluor cs: -3%; GAA glycogen mod: 0%; GLA spleen mod: 4%

What do the screens show for `COc1ccc(/C(C)=N/OCC(=O)N=Nc2c(O)[nH]c3ccc(Br)cc23)cc1`?
GAA inhib: 2%; GAA spleen mod: -6%; Epigenetic reg: 1.0%; NPSR antag: -9%; ALDH1A1 block: 11%; Tau fluor cs: -18%; GAA glycogen mod: 9%; GLA spleen mod: -24%

What do the screens show for `Cc1ccc(S(=O)(=O)N2CCC(C(=O)N3Cc4ccccc4C3)CC2)cc1`?
GAA inhib: inconclusive; GAA spleen mod: -3%; Epigenetic reg: -0.9%; NPSR antag: -22%[46.1 µM]; ALDH1A1 block: inconclusive; Tau fluor cs: -11%; GAA glycogen mod: -6%; GLA spleen mod: 0%

What do the screens show for `CC1=Nc2ncnn2C(c2ccccc2)/C1=N\O` (stereo unspecified)?
GAA inhib: -1%; GAA spleen mod: -2%; Epigenetic reg: 0.7%; NPSR antag: -26%[46.1 µM]; ALDH1A1 block: 4%; Tau fluor cs: 5%; GAA glycogen mod: -1%; GLA spleen mod: -8%

How did CC1Cc2ccccc2N1C(=O)CSc1nnc(-c2ccc(S(=O)(=O)N3CCCC3)cc2)o1 (stereo unspecified) do in these assays?
GAA inhib: 0%; GAA spleen mod: 0%; Epigenetic reg: 0.2%; NPSR antag: -5%[46.1 µM]; ALDH1A1 block: 9%; Tau fluor cs: -7%; GAA glycogen mod: 3%; GLA spleen mod: -4%

How did Cc1cc(C)c(S(=O)(=O)n2c([N+](=O)[O-])cnc2C)cc1C do in these assays?
GAA inhib: -6%; GAA spleen mod: -23%; Epigenetic reg: 0.0%; NPSR antag: 12%; ALDH1A1 block: 13%; Tau fluor cs: -8%; GAA glycogen mod: -1%; GLA spleen mod: -6%

Pulled by structure from the entries so far, 3 records:
What do the screens show for `Cc1ccc(S(=O)(=O)N2CCC(C(=O)N3Cc4ccccc4C3)CC2)cc1`?
GAA inhib: inconclusive; GAA spleen mod: -3%; Epigenetic reg: -0.9%; NPSR antag: -22%[46.1 µM]; ALDH1A1 block: inconclusive; Tau fluor cs: -11%; GAA glycogen mod: -6%; GLA spleen mod: 0%

What do the screens show for `CCOC(=O)c1ccccc1NS(=O)(=O)c1ccc(C)cc1`?
GAA inhib: -2%; GAA spleen mod: 8%; Epigenetic reg: 2.9%; NPSR antag: -13%[46.1 µM]; ALDH1A1 block: -7%; Tau fluor cs: -29%; GAA glycogen mod: -15%; GLA spleen mod: 6%

How did CCOC(=O)c1ccc(OCC(=O)c2ccc(O)cc2O)cc1 do in these assays?
GAA inhib: 0%; GAA spleen mod: -6%; Epigenetic reg: 2.6%; NPSR antag: -10%[46.1 µM]; ALDH1A1 block: -8%; Tau fluor cs: -21%; GAA glycogen mod: -7%; GLA spleen mod: -4%

Continued:
What do the screens show for `O=C(Nc1ccc2c(c1)OCO2)c1sc2cc(Cl)ccc2c1Cl`?
GAA inhib: 4%; GAA spleen mod: -8%; Epigenetic reg: 4.8%; NPSR antag: -41%; ALDH1A1 block: 1%; Tau fluor cs: -4%; GAA glycogen mod: -8%; GLA spleen mod: 0%

Results for N#CC(Cc1ccc(O)c(O)c1)C(=O)N1CCc2ccccc21 (stereo unspecified) ?
GAA spleen mod: 6%; Epigenetic reg: -1.2%; NPSR antag: -13%[46.1 µM]; ALDH1A1 block: 8.9µM*; Tau fluor cs: -11%; GLA spleen mod: 0%

Results for CCC(=O)Nc1nnc(SCC(=O)NCCc2ccc(OC)c(OC)c2)s1 ?
GAA inhib: -4%; GAA spleen mod: 1%; Epigenetic reg: 1.1%; NPSR antag: 5%; ALDH1A1 block: -12%; Tau fluor cs: 1%; GAA glycogen mod: -14%; GLA spleen mod: 5%

What do the screens show for `NCCNC(=O)c1ccc(Cl)cc1`?
GAA spleen mod: 2%&3%; Epigenetic reg: -1.2%&-0.8%; NPSR antag: -2%[46.1 µM]; ALDH1A1 block: -7%&-5%; Tau fluor cs: -13%&-6%; GLA spleen mod: 9%&9%

Results for COc1ccccc1NC(=O)c1cc(C)nc2ccccc12 ?
GAA inhib: inconclusive; GAA spleen mod: -3%; Epigenetic reg: -3.2%; NPSR antag: 2%; ALDH1A1 block: 3%; Tau fluor cs: -2%; GAA glycogen mod: 12%; GLA spleen mod: -2%

How did CC(=O)Nc1ccc(OC(=O)c2cc3cc(Br)cc(Br)c3oc2=O)cc1 do in these assays?
GAA inhib: 1%; GAA spleen mod: 3%; Epigenetic reg: -0.3%; NPSR antag: -58%; ALDH1A1 block: 5%; Tau fluor cs: -4%; GAA glycogen mod: 0%; GLA spleen mod: 8%

What do the screens show for `CN(C(=O)c1ccc2c(c1)OCO2)C1(C(=O)NC2CCCC2)CCCCC1`?
GAA inhib: -1%; GAA spleen mod: -5%; Epigenetic reg: 0.0%; NPSR antag: 0%[46.1 µM]; ALDH1A1 block: 3%; Tau fluor cs: 9%; GAA glycogen mod: 6%; GLA spleen mod: 4%

What do the screens show for `O=C(Nc1ccccc1N1CCCCC1)c1ncoc1-c1cccc(F)c1`?
GAA spleen mod: 5%; Epigenetic reg: -1.1%; NPSR antag: -22%; Tau fluor cs: -19%; GAA glycogen mod: -1%; GLA spleen mod: 0%

Results for O=C(CNC(=O)c1ccc2c(c1)OCCO2)N/N=C/c1ccc(Cl)cc1 ?
GAA inhib: -3%; GAA spleen mod: 1%; Epigenetic reg: 10.0%; NPSR antag: 5%; ALDH1A1 block: 7%; Tau fluor cs: -6%; GAA glycogen mod: 1%; GLA spleen mod: 3%

What do the screens show for `O=C(c1ccccc1)C1CCN(C(=O)c2cccs2)CC1`?
GAA inhib: -10%; GAA spleen mod: 0%; Epigenetic reg: -3.2%; NPSR antag: 7%; ALDH1A1 block: inconclusive; Tau fluor cs: -16%; GAA glycogen mod: -3%; GLA spleen mod: -2%

How did COCCn1c(SCC(=O)NCc2ccccc2)nnc1-c1ccco1 do in these assays?
GAA inhib: 3%; GAA spleen mod: -6%; Epigenetic reg: 0.0%; NPSR antag: 5%[46.1 µM]; ALDH1A1 block: -7%; Tau fluor cs: 13%; GAA glycogen mod: -1%; GLA spleen mod: 0%

What do the screens show for `CCOC(=O)CN1CC23C=CC(O2)C(C(=O)NCCc2ccccc2)C3C1=O` (stereo unspecified)?
GAA inhib: -2%; GAA spleen mod: 6%; Epigenetic reg: 1.4%; NPSR antag: 5%[46.1 µM]; ALDH1A1 block: inconclusive; Tau fluor cs: 1%; GAA glycogen mod: 6%; GLA spleen mod: 2%

How did CCC(=O)Nc1ccc2nc(SCC(=O)N3CCOCC3)sc2c1 do in these assays?
GAA inhib: -15%; GAA spleen mod: -1%; Epigenetic reg: -4.3%; NPSR antag: 16%; ALDH1A1 block: 2%; Tau fluor cs: -13%; GAA glycogen mod: 8%; GLA spleen mod: -7%

Results for COc1cccc(C(=O)OCCN2CCOCC2)c1 ?
GAA inhib: 10%; GAA spleen mod: -7%; Epigenetic reg: 5.3%; NPSR antag: -6%; ALDH1A1 block: 6%; Tau fluor cs: -1%; GAA glycogen mod: 8%; GLA spleen mod: -11%

High-throughput results from PubChem BioAssay.
